# m-calpain inh = blocks pig calpain II enzyme activity; inhibition, % at 16 µM; 220,000 tested, 0.37% active; purified calpain II, fluorogenic peptide substrate, 30 min;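 active = inhibition above about 50%, limit read from the data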
# Hck-Nef inh = human Hck-Nef kinase inhibition. P08631. Recombinant Hck-YEEI plus Nef, Z-Lyte FRET kinase assay. inhibition, % at 20 µM. 220,000 tested, 0.68% active. AID 463187;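 active = Hck-Nef kinase inhibition above about 50%, limit read from the data; inactive = inhibition below that limit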;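 also: 0% = DMSO with Hck plus Nef and 100% = Hck alone without Nef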
# 14-3-3 Bad PPI = disrupts binding of bovine 14-3-3 zeta to phospho-Bad peptide; P63103; TR-FRET 14-3-3zeta/Dy647-pBad peptide displacement, 1 h; inhibition, % at 21.7 µM; 220,000 tested, 0.71% active; AID 781;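 active = inhibition above about 70%, limit read from the data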;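 also: 0% = full 14-3-3 plus peptide FRET controls and 100% = background without 14-3-3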
# Target sequence (P63103 whole entry, looked up): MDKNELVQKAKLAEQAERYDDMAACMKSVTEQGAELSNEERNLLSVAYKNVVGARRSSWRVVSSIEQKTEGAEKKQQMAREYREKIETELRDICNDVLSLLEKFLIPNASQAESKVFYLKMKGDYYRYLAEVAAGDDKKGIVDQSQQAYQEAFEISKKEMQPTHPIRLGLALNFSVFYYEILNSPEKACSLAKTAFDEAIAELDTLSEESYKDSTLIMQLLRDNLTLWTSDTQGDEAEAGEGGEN
# Tb hexokinase = T. brucei hexokinase 1 inhibition; recombinant TbHK1, G6PDH-coupled NADH A340; inhibition, % at 10 µM; 220,000 tested, 0.11% active;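 active = inhibition of 50% or more in the single-dose primary screen; inactive = inhibition below 50%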
# zVAD death inh = blocks zVAD induced death of L929 cells | L929 zVAD necroptosis rescue, ATP luminescence, 24 h; with zVAD 60 µM | viability rescue, % at 10 µM | 220,000 tested, 0.38% active | AID 1377;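 active = activation, scaled between plate controls, above about 75%, limit read from the data; inactive = activation under that limit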;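 also: 0% = zVAD with DMSO and 100% = DMSO alone without zVAD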
# eIF4E-4G inh = blocks eIF4E binding to eIF4G; TR-FRET eIF4E-eIF4GI(517-606) binding, 2 h; inhibition, % at 21.7 µM; 220,000 tested, 0.37% active; AID 782;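 active = inhibition above about 30%, limit read from the data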;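 also: 0% = full FRET control wells and 100% = background wells lacking eIF4GI fragment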
# EP2 mod = EP2 receptor (human) modulation; 260,000 tested, 0.83% active; AID 940; induction, % at 25 µM; EP2-expressing cells, cAMP HTRF FRET, PGE2 co-stimulation;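 active = compounds whose cAMP rise, as percent of the full-agonist control response, exceeds 60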;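 also: rat C6 glioma line stably carrying human EP2 under a CMV promoter; the protocol text gives 20 µM as final concentration; 100% = response of wells given 1 µM PGE2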
# Target sequence (P43116 whole entry, looked up): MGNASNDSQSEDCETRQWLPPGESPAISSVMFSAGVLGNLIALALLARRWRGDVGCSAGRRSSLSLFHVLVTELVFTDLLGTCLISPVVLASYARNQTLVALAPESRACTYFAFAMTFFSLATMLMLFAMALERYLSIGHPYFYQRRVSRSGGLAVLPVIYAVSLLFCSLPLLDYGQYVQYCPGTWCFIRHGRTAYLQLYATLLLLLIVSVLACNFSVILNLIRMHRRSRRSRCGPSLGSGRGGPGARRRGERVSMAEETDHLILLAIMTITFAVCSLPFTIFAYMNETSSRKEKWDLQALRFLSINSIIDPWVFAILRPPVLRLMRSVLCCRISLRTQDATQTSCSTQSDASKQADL
# Rad51 HR inh = blocks human Rad51 in homologous recombination | Q06609 | hRad51 DNA strand exchange, fluorescence dequenching | inhibition, % at 10 µM | 200,000 tested, 0.085% active;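 active = inhibition above 40% at the single screening dose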;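 also: 0% = DMSO control wells and 100% = blanks with heterologous ssDNA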
# Target sequence (Q06609 whole entry, looked up): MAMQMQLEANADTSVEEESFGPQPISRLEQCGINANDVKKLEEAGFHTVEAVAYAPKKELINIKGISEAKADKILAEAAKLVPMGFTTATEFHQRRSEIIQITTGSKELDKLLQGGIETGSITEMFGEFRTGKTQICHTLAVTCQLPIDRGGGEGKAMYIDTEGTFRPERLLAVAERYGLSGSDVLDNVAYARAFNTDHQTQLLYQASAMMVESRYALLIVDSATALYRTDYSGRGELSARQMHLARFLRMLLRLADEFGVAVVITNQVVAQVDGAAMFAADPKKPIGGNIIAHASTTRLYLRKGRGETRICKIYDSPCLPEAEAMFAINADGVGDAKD
#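 material = hRad51 filaments on single-stranded DNA | timing = filaments 15 min 37 °C, then compound 30 min | signal = FRET fluorescence dequenching, excitation 485 nm, emission 520 nm | benchmarks = control wells and blank wells on each plate | evaluation = percent inhibition relative to plate controls and blanks | compound = 10 µM final, single point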
# PGE2 EP2 inh = inhibitors of human EP2 prostaglandin E2 receptor; C6 glioma cells expressing human EP2, cAMP TR-FRET; cells stimulated with saturating PGE2; inhibition, % at 25 µM; 260,000 tested, 0.52% active; AID 1422;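 active = percent inhibition above 40 after rounding to a whole number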;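 also: rat C6 glioma host cells with rolipram phosphodiesterase inhibitor present; the protocol text gives 20 µM as final concentration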
# An asterisk follows results filed as active; · = not tested or not shown; & = joins results of further samples; [ ] = dose if it differs, or a comment. The list is partial; rates above refer to the full screens.
# The opening eight compounds (preview)
SMILES,m-calpain inh,Hck-Nef inh,14-3-3 Bad PPI,Tb hexokinase,zVAD death inh,eIF4E-4G inh,EP2 mod,Rad51 HR inh,PGE2 EP2 inh
O=C(N/N=C/c1ccc([N+](=O)[O-])s1)c1cccc(Br)c1,-17.8,3.9,-1.2,-1.1,-0.1,-2.7,-43.5,-4.6,6.3
Cc1nccn1CCN(C)Cc1cn(Cc2ccccc2)nc1-c1ccc2c(c1)OCO2,20.2,22.2,-6.7,10.4,-1.3,-0.5,-15.9,·,9.8
OC1CCN(C(=S)NCCc2ccccc2)CC1,-14.2,-1.8,-13.1,-4.3,0.2,-6.5[fluorescence artefact?],16.9,1.6,16.5
COc1cccc(Nc2nnc(SCC(=O)N3CC(C)OC(C)C3)s2)c1 (stereo not given),10.1,0.5,-12.7,-4.2,0.6,0.1,10.7,5.0,15.0
COc1ccc(N2C(=O)/C(=C\c3ccco3)N=C2SCC(=O)N(C(C)C)C(C)C)cc1Cl,-6.5,9.8,0.1,-11.5,0.9,2.8[fluorescence artefact?],21.0,-61.0,7.7
COc1cc2cnc(Cl)nc2cc1OC,-1.4,1.2,-10.6,-12.2,1.5,4.1,0.5,6.2,4.1
Cc1ccc(NC(=O)Cc2nnc(N)s2)cc1,-13.0,7.1,-1.2,-5.4,1.2,0.4,9.8,-6.8,6.5
COc1ccc(NC(=O)CCN2C(=O)C3C4C=CC(C4)C3C2=O)cc1 (stereo not given),13.8,26.8,0.9,4.3,0.6,-0.8,14.9,-3.9,7.0

# The list itself, repeating the preview:
SMILES,m-calpain inh,Hck-Nef inh,14-3-3 Bad PPI,Tb hexokinase,zVAD death inh,eIF4E-4G inh,EP2 mod,Rad51 HR inh,PGE2 EP2 inh
O=C(N/N=C/c1ccc([N+](=O)[O-])s1)c1cccc(Br)c1,-17.8,3.9,-1.2,-1.1,-0.1,-2.7,-43.5,-4.6,6.3
Cc1nccn1CCN(C)Cc1cn(Cc2ccccc2)nc1-c1ccc2c(c1)OCO2,20.2,22.2,-6.7,10.4,-1.3,-0.5,-15.9,·,9.8
OC1CCN(C(=S)NCCc2ccccc2)CC1,-14.2,-1.8,-13.1,-4.3,0.2,-6.5[fluorescence artefact?],16.9,1.6,16.5
COc1cccc(Nc2nnc(SCC(=O)N3CC(C)OC(C)C3)s2)c1 (stereo not given),10.1,0.5,-12.7,-4.2,0.6,0.1,10.7,5.0,15.0
COc1ccc(N2C(=O)/C(=C\c3ccco3)N=C2SCC(=O)N(C(C)C)C(C)C)cc1Cl,-6.5,9.8,0.1,-11.5,0.9,2.8[fluorescence artefact?],21.0,-61.0,7.7
COc1cc2cnc(Cl)nc2cc1OC,-1.4,1.2,-10.6,-12.2,1.5,4.1,0.5,6.2,4.1
Cc1ccc(NC(=O)Cc2nnc(N)s2)cc1,-13.0,7.1,-1.2,-5.4,1.2,0.4,9.8,-6.8,6.5
COc1ccc(NC(=O)CCN2C(=O)C3C4C=CC(C4)C3C2=O)cc1 (stereo not given),13.8,26.8,0.9,4.3,0.6,-0.8,14.9,-3.9,7.0
Cc1cccc(NC(=O)CCCN2C(=O)c3ccccc3C2=O)n1,-1.5,-0.6,13.5[fluorescence artefact?],4.1,-0.3,-8.5,-2.2,-2.1,8.2
O=C(Cc1ccccc1)NC1CCS(=O)(=O)C1 (stereo not given),-11.5,2.3,-2.8,6.0,-0.3,0.4,-10.3&20.0,-3.3,18.3&15.9
CCc1ccc(-c2c(C)sc(NC(=O)C3CCC3)c2C#N)cc1,-15.8,3.8,-13.1,21.2,2.6,2.3,35.0,9.6,6.5
COc1cccc2c(O)cc(=O)n(C)c12,-4.4,2.5,-1.4,-4.7,0.0,-0.8,37.5,20.8,12.4
CCC(CO)N=C1CC(C)(C)CC(=O)/C1=C(/O)CCCN1C(=O)c2ccccc2C1=O (stereo not given),-9.6,22.2,-8.8,3.2,-0.8,2.0,-17.9,-15.4,5.7
COc1ccccc1-n1c(SCC(=O)Nc2cccc(S(N)(=O)=O)c2)nc2ccccc2c1=O,-32.4,12.1,-5.8,5.3,0.8,3.8,-20.5,9.4,3.2
Cn1c(=O)c2c(nc(NCc3ccc4c(c3)OCO4)n2Cc2ccc(F)cc2)n(C)c1=O,-14.2,9.2,-1.1[fluorescence artefact?],5.9,0.3,-5.8,29.2,4.1,5.5
Brc1ccc2c(c1)OCCOCCOCCOCCOCCOCCO2,16.5,-1.4,-3.4,-1.8,-0.2,2.8,19.1&4.6,22.0,21.5&1.7
COc1ccccc1S(=O)(=O)Cc1ccc(C(=O)NCCN(C)C)o1,·,1.7,·,-6.2,0.0,·,·,-3.3,9.8
CCOCCCNC(=O)N1CCOCC1,-7.0,2.5,-5.9,3.1,0.3,-9.1[fluorescence artefact?],7.0,1.5,5.7
O=C(O)CCC(=O)NNc1nc2ccccc2nc1-c1ccccc1,11.1,12.9,-3.6,-8.7,9.6,1.3,-7.5&21.8,7.8,9.1&6.3
Oc1[nH]c2ccccc2c1C=Nc1ccc2c(c1)OCO2,24.0,51.9*,-6.2[fluorescence artefact?],-14.8,74.2,3.9[fluorescence artefact?],-16.3,-3.0,17.7
COc1cccc(C(=O)N/N=C/C(Br)=C/c2ccccc2)c1,15.8,2.5,-2.3[fluorescence artefact?],-23.0,3.0,4.2,4.8,10.6,3.9
Cc1cc(C(=O)COC(=O)c2ccc3c(c2)OCO3)c(C)n1Cc1cccs1,-5.6,1.4,-6.7,0.3,0.1,-13.3,21.3,-5.6,3.2
O=C(CN(C(=O)c1csnn1)c1ccc(F)cc1)NCc1ccc(F)cc1,16.0,20.9,0.5,5.8,4.0,0.8,-7.1,-0.9,3.2
CCN1CCN(Cc2ccc(NC(=O)c3ccc(C)c(NC(=O)c4csc(-c5ccncc5)n4)c3)cc2C(F)(F)F)CC1,11.2,37.7,19.6,-10.0,84.4*,4.0,-20.3,3.0,16.0
Cn1cc(C(=O)c2ccc(Cl)cc2Cl)cc1C=O,11.6,-5.8,-4.5,-5.1,-0.4,-1.9,-3.3,-7.7,12.0

# Further records.
SMILES,m-calpain inh,Hck-Nef inh,14-3-3 Bad PPI,Tb hexokinase,zVAD death inh,eIF4E-4G inh,EP2 mod,Rad51 HR inh,PGE2 EP2 inh
CC1(C)CC(=O)C(C(C#Cc2ccccc2)C2=C(O)CC(C)(C)CC2=O)=C(O)C1,3.8,0.8,36.1[fluorescence artefact?],-2.9,-0.1,17.6[fluorescence artefact?],-31.3,·,39.4
CC1=NN(C(=O)CCCc2ccccc2)C(O)(C(F)(F)F)C1 (stereo not given),18.7,15.9,4.5,6.8,-2.1,-0.3,-3.3,-4.3,5.3
CCOc1ccccc1C(=O)n1nc(C)cc1C,0.9,-0.1,-2.2,0.3,-0.4,7.4,13.6,3.3,19.6
CC(CCc1ccccc1)NC(=O)c1ccncc1 (stereo not given),7.3,5.7,4.6,7.3,0.9,0.9,20.7,8.1,3.4
CN(CCC1CCCCO1)C(=O)CCc1nnc(C2CCCCC2)o1 (stereo not given),-13.0,19.4,12.1,-2.2,0.9,5.8,-14.4,1.4,10.3
CCOc1ccc(N(CC)C(=O)COc2cc(=O)n(CC)c3ccccc23)cc1,25.1,-25.2,-8.6[fluorescence artefact?],24.6,-0.8,5.2,-22.9,2.1,2.3
CC(C)OCCCNC(=S)Nc1ccc(S(N)(=O)=O)cc1,-3.5,4.3,-1.0[fluorescence artefact?],1.6,75.5*,12.2,-2.4,5.3,6.6
Cc1cc(C)nc(SCc2ccc(F)cc2)n1,-11.7,34.4,-7.8,3.2,2.0,-1.1,39.0,10.4,4.7
Cc1ccc(C)c(Cn2nnc3c(=O)[nH]c(C4CCN(C(=O)c5cccs5)CC4)nc32)c1,23.2,0.3,9.1,-1.4,-0.8,-2.2,11.3,-0.8,12.0
O=C(CN1CCC(c2nc3ccccc3s2)CC1)NCc1cccs1,-7.5,-1.0,-8.9,6.8,0.6,3.3,-20.3&-73.4,-2.6,9.1&7.1
Cc1[nH]c2ccccc2c1C(=O)CSc1ccccc1,7.4,1.6,-5.2,2.4,1.4,-6.9[fluorescence artefact?],-14.5,-0.7,15.2
NC(=O)c1cccc(CC(=O)c2ccccc2)c1,-9.6,17.4,0.8,-2.2,0.3,-0.2,7.0,7.8,9.3
COc1cc(C2C(C#N)=C(N)OC3=C2C(=O)CCC3)ccc1OC(=O)N1CCOCC1 (stereo not given),10.1,10.2,-2.8,4.6,-0.5,5.2,24.0,-3.2,7.5
O=C(N/N=C/C(Br)=C\c1ccccc1)c1ccco1,-11.6,30.0,-1.4,-90.6,0.2,1.5,0.7,·,3.0
CCC(C)NC(=O)NC1C(NC(=O)NC(C)CC)N(C)C(=O)N1C (stereo not given),7.4,0.4,-3.8,3.4,2.4,-2.1,4.0,-40.0,15.6
Cc1cccn2c(=O)c3cc(C(=O)NCc4ccco4)c(=N)n(C(C)C)c3nc12,-478.4,71.6*,4.1,0.1,-0.9,-4.8[fluorescence artefact?],-12.9,-3.1,10.2
O=C(Nc1nn[nH]n1)c1ccc(S(=O)(=O)N2CCCCC2)cc1,-19.1,-3.7,-6.3,-1.4,1.4,2.5,25.1,4.4,-1.0
C=CCn1c(NC(C)c2cc(Cl)ccc2O)nc2ccccc21 (stereo not given),35.8,0.4,5.9,0.1,0.4,3.5,4.1,·,·
Cc1ccc(CNS(=O)(=O)c2ccccc2[N+](=O)[O-])cc1,37.2,12.3,9.4,4.2,-0.6,-1.9,-14.7,-27.4,1.9
Cc1cc2ccccc2c(=O)n1CC(=O)N1CCN(c2cccc(Cl)c2)CC1,-13.8,0.5,9.1,1.0,0.4,1.0,-4.5,-4.8,10.9
O=C(NC(=S)NCC1CCCO1)c1ccccc1 (stereo not given),-4.3,3.4,-23.8,2.4,0.0,0.5,8.5,8.5,4.9
CC1CC(C)CN(C(=O)c2cccc(S(=O)(=O)Nc3cc(C(F)(F)F)ccc3Cl)c2)C1 (stereo not given),-8.1,8.4,14.3,8.2,1.3,1.3,55.9,11.2,15.4
N#C/C(=C\Nc1ccccc1SC(F)(F)F)c1nc(-c2ccc(Cl)cc2)cs1,24.0,3.8,-8.9,-8.9,0.9,-0.6,30.2,3.1,7.2
Cc1ccc(S(=O)(=O)N(CC(=O)N2CCCCCC2)c2ccccc2)cc1,-30.2,0.2,-2.7[fluorescence artefact?],0.1,-0.5,-4.2[fluorescence artefact?],47.2,-1.7,2.8
CC(C)(Oc1ccc(Cl)cc1)C(=O)NCCN1C(=O)S/C(=C/c2cccnc2)C1=O,-1.3,3.8,-0.1,-20.9,-0.4,4.6,-27.3,0.1,22.1

# (next part)
SMILES,m-calpain inh,Hck-Nef inh,14-3-3 Bad PPI,Tb hexokinase,zVAD death inh,eIF4E-4G inh,EP2 mod,Rad51 HR inh,PGE2 EP2 inh
Cc1cc(C(=O)Nc2sc(C)c(C)c2C#N)no1,1.1,7.8,-14.2,-22.7,0.0,-2.5,-2.6,-2.3,4.3
CCc1cccc(OCCN2CCCC2)c1,-2.6,2.5,33.3,-2.1,0.3,-5.2[fluorescence artefact?],31.0,·,14.2
O=C(CC1C(=O)NCCN1Cc1ccc(-c2ccccc2)cc1)NCC1CC1 (stereo not given),-17.1,12.7,-4.2,-1.9,0.5,-3.3,7.2,-8.0,5.9
COc1cccc(C(=O)N(CN2CCCC2=O)c2cccc(Cl)c2)c1OC,-5.9,0.2,8.4,-0.2,0.6,1.9,29.7,5.1,3.1
O=P(O)(COc1ccccc1)COc1ccccc1,10.6,1.2,71.8*,0.6,0.3,2.1,16.5,5.2,2.5
CCN1C(=O)C(CC(=O)Nc2ccc(OC)cc2)N(CCc2ccccc2)C1=S (stereo not given),8.3,17.9,-9.9,10.5,3.5,-6.3,-41.4,7.8,4.2

# Bioassay records: PubChem BioAssay, several laboratories
